High-throughput results as filed in PubChem BioAssay.
All columns: NCI-60 one-dose screen, growth in % after 48 h at 10 µM unless noted; 100 = growth as untreated, 0 = no growth, -100 = all killed.
MDA-MB-435 – MDA-MB-435 melanoma; hit rate 7.8% among 82,000
MDA-MB-468 – MDA-MB-468 breast cancer; hit rate 8.5% among 78,000
RPMI-8226 – RPMI-8226 leukemia cells; hit rate 7.5% among 77,000; AID 1794781
SR – SR leukemia cells | hit rate 8.7% among 73,000
MCF7 – MCF7 breast cancer | hit rate 6.3% among 82,000
MDA-MB-231 – MDA-MB-231 breast cancer. AID 1794789. hit rate 5% among 81,000
MOLT-4 – MOLT-4 leukemia cells; AID 1794779; hit rate 6.9% among 80,000
K-562 – K-562 leukemia; hit rate 7.4% among 78,000; AID 1794777
Active calls of the source: *; x = no result given. How the source made its calls: active means growth percent below 10; inactive means the rest.

Each structure is followed by: MDA-MB-435	MDA-MB-468	K-562	MDA-MB-231	RPMI-8226	MOLT-4	MCF7	SR
O=C(O)c1cc(S(=O)(=O)Cl)cc(S(=O)(=O)Cl)c1
  96	114	128	125	102	111	109	108
O=C(O)CNC(=O)c1ccc(C(=O)NCC(=O)O)cc1
  103	84	90	88	90	91	96	97
Nc1ccc(S(=O)(=O)Nc2cc(Cl)cc(Cl)c2)cc1
  99	98	113	95	93	104	103	108
NS(=O)(=O)c1ccc(-n2c(SCC(=O)Nc3ccc(S(=O)(=O)Nc4ccc(Cl)nn4)cc3)nc3ccccc3c2=O)cc1
  98	99	105	93	105	101	101	96
COc1ccc(-c2nsc3c2NC(=O)CC3c2ccc3c(c2)OCO3)cc1 (stereo not given)
  -39*	10	0.4*	36	2.8*	18	23	-22*
C=C(C)[C@@H]1C[C@H](O)Cc2cc(Cl)cc(Cl)c2N1
  105	98	103	94	116	88	103	108
CCOC(=O)c1nn(C2CCCCO2)c2ccc(NC(=O)Cn3nnc4ccccc43)cc12 (stereo not given)
  110	105	91	96	107	96	99	98
CC(C)CC(CC(C)C)OB(OC(CC(C)C)CC(C)C)OC(CC(C)C)CC(C)C
  108	110	105	89	101	81	101	78
C1=Nc2c(c(-c3ccccc3)c(-c3ccccc3)n2C2CCCCC2)C2=NCCN12
  100	107	92	88	95	97	108	94
COC(=O)C1(CC(=O)c2cccs2)NC(=S)NC(=O)C1C#N (stereo not given)
  120	94	94	102	107	104	94	88
COc1cc(-c2nc3sc(C4CC4)nn3c2-c2ccc(F)cc2)cc(OC)c1OC
  92	62	76	79	x	x	78	70
O=C(OCCNC1CCCCC1)c1ccccc1O
  112	108	x	97	99	100	104	95
CCN(O)C(N)=O
  106	106	108	119	96	99	102	84
CCOC(=O)c1c(C)nc2ccccc2c1/C=C/c1ccc(C)cc1
  77	34	42	79	49	36	69	57
N#C/C(=C\c1ccc(-c2ccccc2Cl)o1)C(=O)Nc1ncc(Cc2cc(Cl)ccc2Cl)s1
  86	94	88	99	92	87	88	x
Cc1ccc2c(-c3nn(-c4ccccc4)c(N)c3C#N)cc(=O)oc2c1
  102	89	87	84	110	85	67	85
CS(=O)c1nccc(-c2c(-c3ccc(F)c(OCCc4ccc(F)cc4)c3)nc3sccn23)n1 (stereo not given)
  100	-64*	7.9*	45	18	9.8*	-46*	-8.6*
Cc1ccc(NC(=O)c2ccc(CN3CCOCC3)c(C(F)(F)F)c2)cc1Oc1ccc(-c2[nH]nc3ncnc(N)c23)cc1
  48	97	20	54	45	46	56	56
CC1(c2ccccc2)NC(=O)N(CC(=O)Nc2ccc(C(=O)/C=C/c3ccccc3)cc2)C1=O (stereo not given)
  -23*	-2.6*	22	68	x	23	-20*	14
COc1cc(/C=C2\SC(=S)N(NC(=O)CSc3nnc(Cc4ccccc4Nc4c(Cl)cccc4Cl)n3-c3ccccc3)C2=O)ccc1OCC(C)C
  98	87	96	98	85	97	85	117
CCSc1nc(NC)c2cc(-c3ccc(C(F)(F)F)cc3)ccc2n1
  102	110	105	90	95	93	93	94
Cc1cccc(Nc2nc3ccccc3nc2/C=C/c2ccc(F)cc2)c1
  97	90	86	97	92	81	61	87
COc1ccc(Nc2n[nH]c(Cc3ccccc3)n2)cc1
  107	114	93	117	103	94	94	101
CNc1ccc(CSc2ccc(Cl)cc2)cc1
  87	78	82	103	36	61	96	56
CC(C)C1=C[C@@]23CC[C@@H]4[C@](C)(CCC[C@]4(C)C(=O)NCc4ccccc4)[C@H]2C[C@@H]1[C@H]1C(=O)OC(=O)[C@H]13
  50	41	21	77	25	16	13	6.4*
Cc1c[nH]c(=O)n(CCOc2nc(-c3ccc(F)cc3)cc(-c3ccco3)n2)c1=O
  106	96	103	102	95	87	93	64
NC(=O)c1cc[n+](CC2=C(C(=O)[O-])N3C(=O)[C@@H](NC(=O)Cc4cccs4)[C@H]3SC2)cc1
  96	71	x	91	97	103	78	x
CCOC(=O)Cn1c(=O)c2nnc(C)n2c2ccccc21
  102	116	99	101	97	101	100	89
Cn1c2ccc(O)cc2c2cc3ncccc3nc21
  94	96	81	78	82	29	59	42
Nc1ccc2c(c1Cl)C(=O)c1ccc(N)c(Cl)c1C2=O
  94	97	97	80	120	97	86	88

Looked up one by one from the list above (7):
Each structure is followed by: MDA-MB-435	MDA-MB-468	K-562	MDA-MB-231	RPMI-8226	MOLT-4	MCF7	SR
CCOC(=O)Cn1c(=O)c2nnc(C)n2c2ccccc21
  102	116	99	101	97	101	100	89
COc1cc(/C=C2\SC(=S)N(NC(=O)CSc3nnc(Cc4ccccc4Nc4c(Cl)cccc4Cl)n3-c3ccccc3)C2=O)ccc1OCC(C)C
  98	87	96	98	85	97	85	117
Cc1c[nH]c(=O)n(CCOc2nc(-c3ccc(F)cc3)cc(-c3ccco3)n2)c1=O
  106	96	103	102	95	87	93	64
CCN(O)C(N)=O
  106	106	108	119	96	99	102	84
CC1(c2ccccc2)NC(=O)N(CC(=O)Nc2ccc(C(=O)/C=C/c3ccccc3)cc2)C1=O (stereo not given)
  -23*	-2.6*	22	68	x	23	-20*	14
C1=Nc2c(c(-c3ccccc3)c(-c3ccccc3)n2C2CCCCC2)C2=NCCN12
  100	107	92	88	95	97	108	94
CS(=O)c1nccc(-c2c(-c3ccc(F)c(OCCc4ccc(F)cc4)c3)nc3sccn23)n1 (stereo not given)
  100	-64*	7.9*	45	18	9.8*	-46*	-8.6*

Molecules listed so far that have a thiophene ring, fused or not, in the order listed:
Each structure is followed by: MDA-MB-435	MDA-MB-468	K-562	MDA-MB-231	RPMI-8226	MOLT-4	MCF7	SR
COC(=O)C1(CC(=O)c2cccs2)NC(=S)NC(=O)C1C#N (stereo not given)
  120	94	94	102	107	104	94	88
NC(=O)c1cc[n+](CC2=C(C(=O)[O-])N3C(=O)[C@@H](NC(=O)Cc4cccs4)[C@H]3SC2)cc1
  96	71	x	91	97	103	78	x

Following part.
Each structure is followed by: MDA-MB-435	MDA-MB-468	K-562	MDA-MB-231	RPMI-8226	MOLT-4	MCF7	SR
Nc1cccc(N=[N+]([O-])c2cccc(N)c2)c1
  102	121	109	88	104	90	93	93
CC(C)(C)c1ccc(NCc2cn(-c3ccc(C(=O)O)cc3)nc2-c2ccc(C#N)cc2)cc1
  34	19	15	42	15	8.1*	6.0*	5.4*
COc1ccc(NC(=O)c2ccc(Cl)cc2)cc1
  95	79	90	104	101	100	91	95
Cc1nc2ncccc2nc1Nc1ccccc1
  115	97	100	88	102	104	79	108
Cc1ccc(NCC(=O)Nc2ccc(-c3nc4ccccc4s3)cc2)cc1
  102	87	100	78	81	58	59	81
CC12CCCCC1C(C(N)=O)C(=O)O2 (stereo not given)
  120	122	102	101	106	98	99	95
CSc1nc(S(C)(=O)=O)nc2[nH]c(=O)[nH]c12
  x	103	108	90	123	116	109	x
CCCc1c(C)[nH]c2ccc(Br)cc2c1=O
  100	109	92	91	88	95	98	92
Cc1ccc(C(C)(C)O)cc1
  107	100	86	121	104	84	94	95
CCN1C(=O)N(CC)C2C1NN=c1s/c(=C\c3ccc(F)cc3)c(=O)n12 (stereo not given)
  -39*	12	8.0*	24	21	14	18	11
O=C(O)c1ccc(/C=N/NC(=O)c2cccc3ccccc23)cc1
  107	x	84	114	x	99	94	x
C=C1CC[C@H]2[C@@H]([C@H]3[C@@H](C)CC[C@@H]13)C2(C)C
  102	103	84	102	96	84	114	82
COc1ccc2c(c1)N(CCO)C1=C(C(=O)OC1)C2c1cccc(Br)c1 (stereo not given)
  -51*	13	14	-11*	18	14	16	18
COc1cccc(C/C(C)=C(/c2ccc(OCCN3CCCCC3)cc2)c2ccc(OC(C)=O)cc2)c1
  99	85	56	116	97	83	43	68
[BH3-][NH2+][BH2-][NH2+][BH2-][NH3+]
  104	103	97	115	102	102	97	93
CCCCOc1ccccc1[N+](=O)[O-]
  106	111	102	102	103	111	102	98
O=c1oc(C(F)(F)F)nc2ccc(Cl)cc12
  107	112	111	102	107	108	102	98
C/C=C/C/C=C/[C@H](C)C[C@H](O)[C@@H]1C[C@@H]2O[C@H]2/C=C/[C@@H]2OC(C)(C)O[C@H]2/C=C/C[C@H](C)CC(=O)O1
  77	60	30	62	-5.2*	35	45	19
CC1(C)CC(=O)C2=C(C1)N(CCc1ccc(S(N)(=O)=O)cc1)C1=C(C(=O)CC(C)(C)C1)C2c1ccc(O)cc1
  101	111	102	99	103	110	91	97
CCCCCCCCSc1nnc(-c2c(C)nc3ccc(Cl)cn23)o1
  96	76	67	87	70	86	82	x
CC(C)(C)c1nn(-c2ccccc2)c2c1C(=O)CSC(c1ccc(Cl)cc1)N2 (stereo not given)
  103	115	x	94	99	83	94	77
CCOc1cc2c(cc1OCC)C(c1cc3c(cc1Br)OCO3)NCC2 (stereo not given)
  116	98	90	85	70	84	89	67
c1ccc(Cn2nc(OCCN3CCCCC3)c3ccccc32)cc1
  102	85	95	113	96	95	93	110
CC(C)(C)[Si](C)(C)OCC1OC(n2cnc3c(NC(=O)c4ccccc4)ncnc32)CC1O (stereo not given)
  99	102	103	101	103	102	98	105
Cc1c(C(=O)N2CCN(c3ccccc3)CC2)nn(-c2ccc(Cl)cc2)c1-c1ccc(Cl)cc1
  89	75	62	89	60	68	61	82
O=[N+]([O-])c1cc(S(=O)(=O)O)cc2cc(S(=O)(=O)O)cc(S(=O)(=O)O)c12
  106	101	101	101	98	87	103	123
CNC(=O)c1c(NC(=O)c2ccc(C(C)(C)C)cc2)sc2c(CN(C)C)c(O)ccc12
  -85*	-60*	-29*	-45*	-28*	-35*	-43*	3.7*
Nc1c(S(=O)(=O)O)cc(S(=O)(=O)O)c2cccc(O)c12
  104	100	100	101	100	90	99	108
Cc1nc2ccccc2[nH]1
  92	x	102	108	121	102	104	x
O=C(NO)c1ccc(NCc2csc3ccccc23)cc1
  82	77	62	61	36	43	83	x
c1ccc(CNc2nnc(-c3cccnc3)s2)cc1
  103	112	83	122	107	x	98	x
COc1ccc(-c2cc(C(=O)N=Nc3c(O)[nH]c4ccc(F)cc34)c3ccccc3n2)cc1
  65	44	25	6.1*	72	22	24	23
CC(C)CCCC(C)C/C=C\C=O (stereo not given)
  100	95	95	106	107	95	94	93
O=C(Nc1ccccn1)Nc1ccccn1
  104	71	104	98	101	95	57	87
CC(=O)[C@@]1(O)CC[C@H]2[C@@H]3C[C@H](C)C4=CC(=O)CC[C@]4(C)[C@H]3CC[C@@]21C
  103	109	94	93	x	81	105	81
CSc1nc(NCCO)c(C#N)c(-c2cccc(N)c2)n1
  105	116	94	86	100	96	95	x
COc1cc2cc3c(nc2cc1OC)CCN3Cc1ccc(NC(=O)Nc2cc(C(F)(F)F)cc(C(F)(F)F)c2)cc1
  76	53	50	57	54	37	49	55
C=C(C)[C@@H]1CC[C@]2(CN)CC[C@]3(C)[C@H](CC[C@@H]4[C@@](C)(CCCN)[C@H](C(=C)C)CC[C@]43C)[C@@H]12
  96	85	1.9*	93	59	57	72	-3.9*
CC/C(=N/OCc1ccccc1)C(=O)NNS(=O)(=O)c1ccc(C)cc1
  104	99	109	108	103	104	101	94
Cn1c(-c2nonc2NC(=O)c2ccc(F)cc2)nc2ccccc21
  107	100	9.0*	129	106	-1.7*	89	x
CCCCCCCCSCCO
  108	97	100	120	91	102	99	92
CCN(CC)CCCCCCNc1cccc2cc(Br)cnc12
  31	77	-28*	68	68	9.1*	109	28
COCCOc1ccc2ncc(C#Cc3cncc(C(=O)Nc4ccc(CN5CCN(C)CC5)c(C(F)(F)F)c4)c3)n2n1
  11	7.9*	-18*	-29*	23	13	-60*	0.7*
Cc1c(-c2nn(-c3ccccc3)cc2/C=N\O)nnn1-c1ccc(S(N)(=O)=O)cc1
  102	99	92	96	95	98	90	98
O=C1CC(N2CCC(Oc3ccc4c(c3)OCO4)CC2)C(=O)N1c1ccccc1 (stereo not given)
  97	104	99	112	x	90	95	75
CN1C(=O)CC(O)C1=O (stereo not given)
  102	109	102	101	107	102	105	101
CN1CCN(C)c2cnccc2C1=O
  102	108	100	119	98	91	106	81
O=[N+]([O-])c1ccc(N/N=C/C2CCCCCC2)c([N+](=O)[O-])c1
  88	86	83	82	90	77	95	83
Cc1ccc(-n2c(-c3cc(-c4ccncc4)n(-c4ccccc4)n3)n[nH]c2=S)cc1
  108	100	98	102	89	102	97	113
Cn1ccc2cc(NC(=O)Cn3cc(CN4CCCCC4)nn3)ccc21
  103	111	98	107	104	102	102	130
CCOC(=O)C(Cc1ccc(C)cc1)n1cc(-c2ccccc2)nn1 (stereo not given)
  106	113	x	103	106	91	99	95
C=CCn1cnc2c(=S)nc[nH]c21
  113	117	101	127	97	99	109	x
Cc1cc(C(=O)Nc2ccc(Cl)cc2Cl)c(C)o1
  104	106	103	107	102	103	94	92
CC1=C(C(=O)O)CC(S(=O)(=O)O)C1(C)C (stereo not given)
  103	90	102	109	106	104	106	113
COc1ccc(-n2nnc3c(sc4ncccc43)c2=O)cc1
  107	101	92	105	103	104	103	x
O=C1C(c2[nH]c3ccccc3c2O)=Nc2ccccc21
  118	109	104	82	108	90	67	106
Cc1nn(-c2ccccc2)c(N(C)Cc2ccccc2)c1C1CC(c2ccc(Cl)cc2)=NN1c1cc(Cl)cc(Cl)c1 (stereo not given)
  106	100	96	99	107	87	99	89
NC(=O)N/N=C/c1ccc([N+](=O)[O-])s1
  97	84	97	109	92	104	84	94
CC(C)(C)c1ccc(C2=C/C(=C\c3ccccc3)C(=O)N2CCc2ccc(S(N)(=O)=O)cc2)cc1
  109	101	84	98	90	88	79	90
CC(=O)Nc1cccc(Nc2nc(N[C@@H](C)c3ccccc3)c3ccccc3n2)c1
  -49*	-40*	-19*	-22*	-31*	-17*	8.6*	-43*
O=C(O)c1cc(N=Nc2ccc(N=Nc3c(Nc4ccccc4)ccc4cc(S(=O)(=O)O)cc(O)c34)cc2)ccc1O
  104	106	102	118	103	107	101	95
